Source: PubChem BioAssay
Bim-Bcl-XL = disrupts Bim peptide binding to human Bcl-XL | bead flow cytometry, fluorescence | Q07817 | AID 1007 | 190,000 compounds, 0.04% hits | inhibition, % at 10 µM
Target sequence (Q07817 whole entry, looked up): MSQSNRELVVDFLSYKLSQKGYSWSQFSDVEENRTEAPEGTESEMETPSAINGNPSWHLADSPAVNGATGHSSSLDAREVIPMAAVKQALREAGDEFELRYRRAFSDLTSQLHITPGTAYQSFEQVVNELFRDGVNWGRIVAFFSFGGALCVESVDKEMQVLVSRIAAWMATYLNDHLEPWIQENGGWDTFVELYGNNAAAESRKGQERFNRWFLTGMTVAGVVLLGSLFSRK
Rac1 mut GTP = human Rac1 activated mutant GTP binding change. GST-Rac1 activated beads, fluorescent GTP binding, flow cytometry; actives lie on both sides; 100% means binding = to untreated wells. percent activity (GTP binding), % at 10 µM. 190,000 compounds, 0.11% hits;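 active means GTP binding at least 20 percentage points away from the 100% baseline, in either direction, so actives lie on both sides; inconclusive means Compound likely fluorescent itself, or too few beads counted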
Rac1 wt modul = alters GTP binding to wildtype human Rac1. P63000. GST-Rac1 beads, fluorescent GTP binding, flow cytometry; actives lie on both sides; 0 = cold GTP competed, 100 = untreated. GTP binding activity (% of control), % at 10 µM. 190,000 compounds, 0.27% hits;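 active means GTP binding activity at least 20 points away from the 100% control level, either lower or higher; inconclusive means compound flagged as likely green fluorescent, judged across all proteins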
Rab2A wt mod = changes GTP binding to wildtype dog Rab2A, up or down; 190,000 compounds, 0.19% hits; P61105; GTP binding activity, % at 10 µM; GST-Rab2 wt beads, Bodipy-GTP binding, flow cytometry;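 active means GTP binding activity at least 20 points away from 100%, either lowered or raised; inconclusive means signal likely due to the compound's own green fluorescence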;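 further: 0% = beads with excess unlabeled GTP and 100% = no-compound control corrected for plate trend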
HRas wt GTP bind = human HRas wildtype GTP binding, change in either direction; GST-Ras wt beads, Bodipy-FL-GTP binding, flow cytometry; actives lie on both sides; GTP binding activity, % at 10 µM; P01112; 190,000 compounds, 0.14% hits;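 active means GTP binding activity at least 20% away from the 100% baseline, either lowered as inhibitor or raised as activator; inconclusive means flagged as likely green fluorescent, judged across all proteins in the well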;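 further: 0% = unlabeled GTP competition control and 100% = no-compound control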
Target sequence (P01112 whole entry, looked up): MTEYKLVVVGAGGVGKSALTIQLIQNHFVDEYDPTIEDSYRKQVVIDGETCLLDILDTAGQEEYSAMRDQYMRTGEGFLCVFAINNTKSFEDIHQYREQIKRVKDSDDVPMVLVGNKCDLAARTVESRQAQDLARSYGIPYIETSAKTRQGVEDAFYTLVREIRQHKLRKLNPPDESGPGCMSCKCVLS
Bfl-1 Bim block = inhibitors of Bim-Bfl-1 interaction, human | Bead-based flow cytometry, Bim-Bfl-1 binding inhibition | 190,000 compounds, 0.12% hits | Q16548 | inhibition, % at 10 µM;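 further: 0% = wells without compound plus tracer and 100% = blocker peptide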
Cdc42 wt GTP = changes GTP binding to wildtype human Cdc42; P60953; percent activity (GTP binding), % at 10 µM; 190,000 compounds, 0.2% hits; GST-Cdc42 beads, Bodipy-GTP binding, flow cytometry; actives lie on both sides;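 active means percent activity GTP binding at least 20 points away from the 100% baseline, either down as inhibitor or up as activator; inconclusive means compound flagged as likely green fluorescent from well-wide comparison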;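 further: median bead fluorescence of bound Bodipy-FL-GTP at 100 nM; 0% = excess unlabeled GTP control and 100% = no compound control; below 100% means less GTP binding so inhibitor and above means activator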
Target sequence (P60953 whole entry, looked up): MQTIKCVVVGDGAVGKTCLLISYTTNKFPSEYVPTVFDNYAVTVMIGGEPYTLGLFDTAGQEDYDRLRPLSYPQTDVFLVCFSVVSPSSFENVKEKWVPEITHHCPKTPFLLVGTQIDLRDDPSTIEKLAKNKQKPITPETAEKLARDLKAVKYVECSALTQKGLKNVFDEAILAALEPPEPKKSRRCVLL
Bim-Bcl-2 = disrupts Bim peptide binding to human Bcl-2; P10415; Bead-based flow cytometry, Bim peptide-Bcl-2 binding; inhibition, % at 10 µM; 190,000 compounds, 0.06% hits; in the data active means inhibition above about 40%; inconclusive means no clear call, values can overlap the other calls;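 further: 0% = no compound wells with probe peptide and 100% = reference peptide inhibitor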
Target sequence (P10415 whole entry, looked up): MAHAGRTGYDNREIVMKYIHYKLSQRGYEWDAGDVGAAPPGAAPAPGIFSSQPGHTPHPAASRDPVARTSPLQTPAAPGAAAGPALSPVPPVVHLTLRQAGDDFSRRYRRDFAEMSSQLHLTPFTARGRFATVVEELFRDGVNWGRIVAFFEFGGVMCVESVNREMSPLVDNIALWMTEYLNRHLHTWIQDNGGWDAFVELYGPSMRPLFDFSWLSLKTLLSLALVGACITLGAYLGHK
Rab7 wt modul = dog Rab7 wildtype GTP binding, inhibitors and activators; GST-Rab7 beads, fluorescent GTP binding, flow cytometry; actives lie on both sides; untreated = 100%, excess cold GTP = 0%; GTP binding activity (percent of control), % at 10 µM; 190,000 compounds, 0.055% hits; AID 758;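 active means fluorescent GTP binding to Rab7 beads changed by at least 20 points from the 100% baseline, either direction, mostly lower; inconclusive means compound itself probably fluorescent, or too few beads counted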;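 further: median green fluorescence of bound Bodipy-FL-GTP per Rab7 bead population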
Bim-Bcl-B = inhibitors of Bim-Bcl-B interaction, human; 190,000 compounds, 0.073% hits; inhibition, % at 10 µM; Q9HD36; bead-based flow cytometry, Bim peptide-Bcl-B binding;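 further: 0% = tracer peptide without compound and 100% = reference inhibitor peptide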
Bim-Bcl-W = human Bim-Bcl-W interaction inhibition; bead-based flow cytometry, Bim peptide-Bcl-W binding; inhibition, % at 10 µM; 190,000 compounds, 0.02% hits;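 further: 0% = bound tracer without compound and 100% = peptide blocker; higher means less fluorescent Bim peptide bound to Bcl-W beads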
* marks the source's active call; other numbers are inactive results. Unless noted, no stated cut-off is given here; in the data, active means inhibition above about 40%.

How did COc1ccc(/C=C(\NC(=O)c2ccc(OC)cc2)C(=O)NC(CCSC)C(=O)O)cc1 (stereo not given) do in these assays?
Bim-Bcl-XL: 2; Rac1 mut GTP: 101; Rac1 wt modul: 103; Rab2A wt mod: 102; HRas wt GTP bind: 102; Bfl-1 Bim block: 2; Cdc42 wt GTP: 100; Bim-Bcl-2: 2; Rab7 wt modul: 102; Bim-Bcl-B: 4; Bim-Bcl-W: 1

What do the screens show for `CC(C)CNC(=S)N1CCC(NC(=O)C23CC4CC(CC(C4)C2)C3)CC1`?
Bim-Bcl-XL: -6; Rac1 mut GTP: inconclusive; Rac1 wt modul: inconclusive; Rab2A wt mod: inconclusive; HRas wt GTP bind: inconclusive; Bfl-1 Bim block: -2; Cdc42 wt GTP: inconclusive; Bim-Bcl-2: -5; Rab7 wt modul: inconclusive; Bim-Bcl-B: -13; Bim-Bcl-W: -6

How did O=S(=O)(c1ccc2ccccc2c1)N1CCC(c2nc(-c3ccncc3)no2)CC1 do in these assays?
Bim-Bcl-XL: -1; Rac1 mut GTP: 98; Rac1 wt modul: 103; Rab2A wt mod: 95; HRas wt GTP bind: 97; Bfl-1 Bim block: 3; Cdc42 wt GTP: 100; Bim-Bcl-2: -15; Rab7 wt modul: 93; Bim-Bcl-B: 0; Bim-Bcl-W: -2

How did O=C(N/N=C/c1coc2ccccc2c1=O)c1cc2ccccc2o1 do in these assays?
Bim-Bcl-XL: -3; Rac1 mut GTP: 95; Rac1 wt modul: 95; Rab2A wt mod: 94; HRas wt GTP bind: 95; Bfl-1 Bim block: 6; Cdc42 wt GTP: 93; Bim-Bcl-2: 3; Rab7 wt modul: 94; Bim-Bcl-B: -9; Bim-Bcl-W: -2

Results for NS(=O)(=O)c1ccc(Oc2ccc(S(N)(=O)=O)cc2)cc1 ?
Bim-Bcl-XL: 0; Rac1 mut GTP: 98; Rac1 wt modul: 96; Rab2A wt mod: 100; HRas wt GTP bind: 99; Bfl-1 Bim block: -1; Cdc42 wt GTP: 99; Bim-Bcl-2: 3; Rab7 wt modul: 101; Bim-Bcl-B: 1; Bim-Bcl-W: 1

Results for Cc1cc(C)cc(N(CC(=O)NCc2cccnc2)S(C)(=O)=O)c1 ?
Bim-Bcl-XL: 0; Rac1 mut GTP: 98; Rac1 wt modul: 101; Rab2A wt mod: 100; HRas wt GTP bind: 99; Bfl-1 Bim block: -5; Cdc42 wt GTP: 99; Bim-Bcl-2: -3; Rab7 wt modul: 99; Bim-Bcl-B: -6; Bim-Bcl-W: 3

Results for CC(=O)Nc1nonc1-c1nc2ccccc2n1CCC#N ?
Bim-Bcl-XL: -2; Rac1 mut GTP: 98; Rac1 wt modul: 96; Rab2A wt mod: 99; HRas wt GTP bind: 99; Bfl-1 Bim block: 0; Cdc42 wt GTP: 98; Bim-Bcl-2: 0; Rab7 wt modul: 99; Bim-Bcl-B: 0; Bim-Bcl-W: 0

What do the screens show for `CC(=O)NC1CC2CCCC(C1)N2C(=O)Nc1ccccc1` (stereo not given)?
Bim-Bcl-XL: 0; Rac1 mut GTP: 102; Rac1 wt modul: 105; Rab2A wt mod: 103; HRas wt GTP bind: 105; Bfl-1 Bim block: 0; Cdc42 wt GTP: 108; Bim-Bcl-2: -1; Rab7 wt modul: 101; Bim-Bcl-B: -1; Bim-Bcl-W: -4

How did CCOC(=O)C1CCN(C(=O)C2CCN(c3nc4ccc(OC)cc4s3)CC2)CC1 do in these assays?
Bim-Bcl-XL: -4; Rac1 mut GTP: 98; Rac1 wt modul: 103; Rab2A wt mod: 99; HRas wt GTP bind: 101; Bfl-1 Bim block: 0; Cdc42 wt GTP: 100; Bim-Bcl-2: 0; Rab7 wt modul: 96; Bim-Bcl-B: -2; Bim-Bcl-W: -2

How did CCOC(=O)CNC(=O)C(=O)c1c(O)[nH]c2ccccc12 do in these assays?
Bim-Bcl-XL: -9; Rac1 mut GTP: 95; Rac1 wt modul: 95; Rab2A wt mod: 98; HRas wt GTP bind: 98; Bfl-1 Bim block: -9; Cdc42 wt GTP: 98; Bim-Bcl-2: -7; Rab7 wt modul: 97; Bim-Bcl-B: -10; Bim-Bcl-W: 0

What do the screens show for `Cc1ccc(S(=O)(=O)c2nc(-c3ccc(F)cc3)oc2SCC(N)=O)cc1`?
Bim-Bcl-XL: -10; Rac1 mut GTP: 96; Rac1 wt modul: 103; Rab2A wt mod: 97; HRas wt GTP bind: 96; Bfl-1 Bim block: -19; Cdc42 wt GTP: 101; Bim-Bcl-2: -17; Rab7 wt modul: 95; Bim-Bcl-B: -13; Bim-Bcl-W: -7

Results for Cc1noc(C)c1C(=O)N1CCCC1 ?
Bim-Bcl-XL: -1; Rac1 mut GTP: 99; Rac1 wt modul: 102; Rab2A wt mod: 100; HRas wt GTP bind: 98; Bfl-1 Bim block: 0; Cdc42 wt GTP: 98; Bim-Bcl-2: 0; Rab7 wt modul: 97; Bim-Bcl-B: 0; Bim-Bcl-W: -2

Results for CC(C)C(c1nnnn1Cc1ccc(F)cc1)N1CCN(C2CCCCC2)CC1 (stereo not given) ?
Bim-Bcl-XL: -6; Rac1 mut GTP: 101; Rac1 wt modul: 104; Rab2A wt mod: 100; HRas wt GTP bind: 100; Bfl-1 Bim block: -3; Cdc42 wt GTP: 103; Bim-Bcl-2: -1; Rab7 wt modul: 98; Bim-Bcl-B: -1; Bim-Bcl-W: -3

Results for Cc1ccc(C(=S)N2CCN(Cc3ccccc3)CC2)cc1 ?
Bim-Bcl-XL: 0; Rac1 mut GTP: 97; Rac1 wt modul: 102; Rab2A wt mod: 95; HRas wt GTP bind: 97; Bfl-1 Bim block: 7; Cdc42 wt GTP: 93; Bim-Bcl-2: 0; Rab7 wt modul: 102; Bim-Bcl-B: -30; Bim-Bcl-W: 4

How did Cc1cc(C)n(-c2ccc(C(=O)O)cc2)n1 do in these assays?
Bim-Bcl-XL: -6; Rac1 mut GTP: 100; Rac1 wt modul: 105; Rab2A wt mod: 100; HRas wt GTP bind: 101; Bfl-1 Bim block: -17; Cdc42 wt GTP: 103; Bim-Bcl-2: -7; Rab7 wt modul: 101; Bim-Bcl-B: -6; Bim-Bcl-W: -1

Results for Cc1cc(C)n(CC(O)COc2ccccc2C(=O)Nc2ccccc2)n1 (stereo not given) ?
Bim-Bcl-XL: -4; Rac1 mut GTP: 96; Rac1 wt modul: 103; Rab2A wt mod: 98; HRas wt GTP bind: 103; Bfl-1 Bim block: 0; Cdc42 wt GTP: 101; Bim-Bcl-2: -1; Rab7 wt modul: 104; Bim-Bcl-B: -1; Bim-Bcl-W: -5

What do the screens show for `O=C(NCc1ccco1)c1ccc(NS(=O)(=O)c2cccc([N+](=O)[O-])c2)cc1`?
Bim-Bcl-XL: -2; Rac1 mut GTP: 97; Rac1 wt modul: 97; Rab2A wt mod: 99; HRas wt GTP bind: 99; Bfl-1 Bim block: -4; Cdc42 wt GTP: 98; Bim-Bcl-2: 0; Rab7 wt modul: 97; Bim-Bcl-B: 0; Bim-Bcl-W: -1

How did O=C(Nc1ccccc1)c1ccc(CSc2ncccn2)cc1 do in these assays?
Bim-Bcl-XL: 3; Rac1 mut GTP: 94; Rac1 wt modul: 95; Rab2A wt mod: 95; HRas wt GTP bind: 94; Bfl-1 Bim block: -6; Cdc42 wt GTP: 94; Bim-Bcl-2: -4; Rab7 wt modul: 95; Bim-Bcl-B: -2; Bim-Bcl-W: 0

Results for CN(C)c1oc(-c2cccs2)nc1C#N ?
Bim-Bcl-XL: -3; Rac1 mut GTP: 92; Rac1 wt modul: 91; Rab2A wt mod: 92; HRas wt GTP bind: 93; Bfl-1 Bim block: -1; Cdc42 wt GTP: 93; Bim-Bcl-2: -6; Rab7 wt modul: 94; Bim-Bcl-B: 0; Bim-Bcl-W: -6

How did COc1ccc(/C=N/NC(=O)c2ccc(COc3ccccc3Cl)o2)cc1 do in these assays?
Bim-Bcl-XL: -1; Rac1 mut GTP: 92; Rac1 wt modul: 90; Rab2A wt mod: 90; HRas wt GTP bind: 93; Bfl-1 Bim block: -2; Cdc42 wt GTP: 91; Bim-Bcl-2: 0; Rab7 wt modul: 97; Bim-Bcl-B: -3; Bim-Bcl-W: -4

How did Clc1ccc(CSc2ccc(-c3cccnc3)nn2)cc1 do in these assays?
Bim-Bcl-XL: -2; Rac1 mut GTP: 93; Rac1 wt modul: 94; Rab2A wt mod: 94; HRas wt GTP bind: 91; Bfl-1 Bim block: 3; Cdc42 wt GTP: 94; Bim-Bcl-2: -1; Rab7 wt modul: 85; Bim-Bcl-B: 3; Bim-Bcl-W: 0

Results for Fc1cccc(F)c1CSc1nc2ccccc2[nH]1 ?
Bim-Bcl-XL: -5; Rac1 mut GTP: 98; Rac1 wt modul: 102; Rab2A wt mod: 97; HRas wt GTP bind: 100; Bfl-1 Bim block: -4; Cdc42 wt GTP: 101; Bim-Bcl-2: -2; Rab7 wt modul: 99; Bim-Bcl-B: -3; Bim-Bcl-W: -2

How did COc1cc(OC)c(NS(=O)(=O)c2cccc(C(=O)OCC(=O)NCC3CCCO3)c2)cc1Cl (stereo not given) do in these assays?
Bim-Bcl-XL: 0; Rac1 mut GTP: 96; Rac1 wt modul: 96; Rab2A wt mod: 97; HRas wt GTP bind: 100; Bfl-1 Bim block: -8; Cdc42 wt GTP: 96; Bim-Bcl-2: -4; Rab7 wt modul: 101; Bim-Bcl-B: -6; Bim-Bcl-W: -1

What do the screens show for `CCc1cccc(C)c1NC(=O)C1C2CCC(O2)C1C(=O)O` (stereo not given)?
Bim-Bcl-XL: -5; Rac1 mut GTP: 102; Rac1 wt modul: 104; Rab2A wt mod: 102; HRas wt GTP bind: 103; Bfl-1 Bim block: 0; Cdc42 wt GTP: 104; Bim-Bcl-2: -8; Rab7 wt modul: 97; Bim-Bcl-B: -16; Bim-Bcl-W: -1

How did O=C(C(NS(=O)(=O)c1cccc2nsnc12)c1ccccc1)N1CCN(c2ccccn2)CC1 (stereo not given) do in these assays?
Bim-Bcl-XL: -5; Rac1 mut GTP: 100; Rac1 wt modul: 105; Rab2A wt mod: 101; HRas wt GTP bind: 102; Bfl-1 Bim block: -16; Cdc42 wt GTP: 103; Bim-Bcl-2: -11; Rab7 wt modul: 104; Bim-Bcl-B: -8; Bim-Bcl-W: 0

What do the screens show for `CCn1c(C)cc(/C=C2\NC(=O)N(Cc3ccccc3)C2=O)c1C`?
Bim-Bcl-XL: 0; Rac1 mut GTP: 96; Rac1 wt modul: 98; Rab2A wt mod: 97; HRas wt GTP bind: 95; Bfl-1 Bim block: -2; Cdc42 wt GTP: 95; Bim-Bcl-2: 0; Rab7 wt modul: 99; Bim-Bcl-B: -6; Bim-Bcl-W: 0
